Source: PubChem (several laboratories)
Ba/F3 V617F tox – loss of viability in JAK2V617F-driven Ba/F3 cells; Ba/F3 EpoR-JAK2V617F viability, ATP luminescence; AID 1446; inhibition, % at 5.6 µM; hit rate 1.1% among 220,000;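 active = inhibition above the campaign mean plus 3 SD over all tested compounds, cut at about 24% in these data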;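 note: cytokine-independent growth of Ba/F3 cells driven by EpoR plus mutant JAK2; 0% = DMSO-treated cells and 100% = JAK inhibitor I control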
PERK inh – blocks human PERK kinase; Q9NZJ5; CHO PERK-DD fusion, SEAP luminescence translation reporter; inhibition, % at 5.6 µM; hit rate 0.17% among 220,000; AID 1416;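 active = inhibition above the mean inhibition of all tested compounds plus 3 SD, set separately per screening campaign, cut at about 2.9% in these data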;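 note: PERK kinase domain activated by AP20187 dimerizer at 100 nM; 0% = DMSO with dimerizer and 100% = rapamycin at 8.4 µM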
S1P4 agonist – human S1P4 receptor agonism; O95977; S1P4-expressing cell line, agonist reporter assay; activation, % at 4.98 µM; hit rate 0.35% among 220,000; AID 1509; in the data active = activation above about 11%;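 note: 0% = DMSO vehicle and 100% = reference agonist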
Target sequence (O95977 whole entry, looked up): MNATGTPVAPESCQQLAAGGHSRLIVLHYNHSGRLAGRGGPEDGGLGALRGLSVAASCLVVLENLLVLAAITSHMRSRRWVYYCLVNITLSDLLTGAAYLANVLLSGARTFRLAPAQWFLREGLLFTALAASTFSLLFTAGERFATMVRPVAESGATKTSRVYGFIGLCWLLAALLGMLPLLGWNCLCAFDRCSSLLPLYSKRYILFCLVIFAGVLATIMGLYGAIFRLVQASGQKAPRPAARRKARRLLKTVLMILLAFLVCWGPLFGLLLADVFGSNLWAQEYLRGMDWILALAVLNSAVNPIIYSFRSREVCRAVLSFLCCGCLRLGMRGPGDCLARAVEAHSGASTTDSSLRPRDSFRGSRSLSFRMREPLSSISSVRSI
Wee1 degr inh – blocks degradation of human Wee1 kinase | P30291 | HeLa Luc-Wee1K328M stability, luciferase luminescence; 100% = proteasome inhibitor MG132 effect | reporter increase, % at 5 µM | hit rate 1.2% among 220,000;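 active = activation above the mean of all tested compounds plus 3 SD, set per screening run, cut at about 8.8% in these data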;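 note: cells exposed to compound for 20 h before luminescence read; 0% = DMSO alone and 100% = MG132 at 30 µM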
Target sequence (P30291 whole entry K328M): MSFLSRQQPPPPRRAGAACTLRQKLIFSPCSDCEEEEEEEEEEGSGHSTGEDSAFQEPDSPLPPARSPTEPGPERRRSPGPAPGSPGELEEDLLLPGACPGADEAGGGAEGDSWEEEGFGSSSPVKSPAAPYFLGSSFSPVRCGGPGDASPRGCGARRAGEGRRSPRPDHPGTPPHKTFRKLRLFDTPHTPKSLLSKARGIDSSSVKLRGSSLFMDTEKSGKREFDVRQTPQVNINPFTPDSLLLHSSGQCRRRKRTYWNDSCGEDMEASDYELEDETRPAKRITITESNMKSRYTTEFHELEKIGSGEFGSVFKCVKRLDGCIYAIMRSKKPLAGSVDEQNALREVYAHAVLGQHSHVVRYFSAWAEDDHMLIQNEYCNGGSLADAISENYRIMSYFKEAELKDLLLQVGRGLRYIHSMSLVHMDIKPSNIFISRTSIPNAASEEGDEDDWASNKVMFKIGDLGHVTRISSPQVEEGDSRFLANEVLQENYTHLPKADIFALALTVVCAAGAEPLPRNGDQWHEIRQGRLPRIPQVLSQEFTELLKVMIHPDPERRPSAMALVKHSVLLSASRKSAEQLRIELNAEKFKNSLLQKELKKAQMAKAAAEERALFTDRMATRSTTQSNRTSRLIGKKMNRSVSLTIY
Mdm2 ligase inh – blocks human Mdm2 ubiquitin ligase activity; AID 1230; signal enhancement, % at 5 µM; hit rate 0.11% among 210,000; Q00987; cell-based MDM2 ubiquitination luciferase reporter, 2 h; 0 = plate control, 100 = twice control, blank-subtracted;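 active = signal enhancement of 30% or more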;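 note: luminescence tracks abundance of the self-degrading MDM2-luciferase fusion protein; higher signal means inhibition of MDM2 E3 ligase activity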
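test system = mammalian cells stably expressing self-ubiquitinating, self-degrading MDM2 E3–luciferase fusion | quantity = 2000 cells/well | incubation = cell settling 4 h, compound treatment 2 h, both 37 °C | signal = luminescence with SteadyLite reagent, 15 min at room temperature | evaluation = % enhancement relative to plate controls after blank subtraction | benchmarks = plate controls and plate blanks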
BaF3 tox – reduces parental Ba/F3 cell viability, JAK2V617F counter-screen. CellTiter-Glo ATP luminescence. AID 1486. hit rate 1.1% among 220,000. inhibition, % at 5.6 µM;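 active = inhibition above a per-campaign cutoff, the mean inhibition of all tested compounds plus 3 SD, cut at about 27% in these data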;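 note: 0% = DMSO wells and 100% = JAK Inhibitor I control wells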
S1P4 antagonist – human S1P4 receptor antagonism; O95977; S1P4-expressing cells, antagonist mode, reporter read-out; inhibition, % at 4.98 µM; hit rate 0.26% among 220,000; AID 1510; in the data active = inhibition above about 29%;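 note: 0% = wells stimulated with agonist and 100% = vehicle wells without agonist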
eIF4E-4G inh – eIF4E/eIF4G interaction inhibition in translation initiation; TR-FRET eIF4E-eIF4GI(517-606) binding, 2 h; inhibition, % at 21.7 µM; hit rate 0.37% among 220,000; AID 782;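 active = inhibition above about 30%, limit read from the data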;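 note: 0% = full FRET control wells and 100% = background wells lacking eIF4GI fragment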
NPY-Y2 PAM-ag – potentiates or activates human NPY-Y2 receptor; AID 1359; cells expressing NPY-Y2, potentiator/agonist read-out; hit rate 0.45% among 220,000; P49146; activation, % at 3.6 µM; in the data active = activation above about 27%;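 note: cells stimulated with NPY near EC25 plus isoproterenol at EC100; 0% = vehicle plus submaximal agonist and 100% = vehicle plus saturating agonist; some results beyond the cut were filed as inactive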
* hit, by the source's call; / = no result given; [ ] = remark or other dose. An unsorted share of the library, and some 4.1% of all compounds hit somewhere here.

1) COC(=O)c1c(C)[nH]c(C)c1-c1ccccc1Cl
2) CCCN1CCN(CCCNC(=O)c2cc3c(=O)[nH]c4ccc(C)cc4c3s2)CC1
3) CCn1c(Cc2ccc(OC)cc2)nnc1SCc1nc2ccccc2c(=O)[nH]1
4) Cc1cccc(Nc2ccccc2C(=O)NCc2ccco2)c1C
5) CC(C)Nc1nc2ccccc2c(=O)[nH]1
6) COC(=O)c1cccc(COC(=O)CNC(=O)c2ccco2)c1
7) C=CCOn1c(=O)c(=O)n(OCc2ccccc2)c2ccccc21
8) C=CCOC(=O)COc1ccc2c(C)c(CC)c(=O)oc2c1
9) Cn1nc(-c2ccccc2)c2nc3ccccc3nc21
10) CCCNS(=O)(=O)c1ccc2c(c1)CCCN2C(C)=O
Screen / compound no.	1	2	3	4	5	6	7	8	9	10
Ba/F3 V617F tox	-4	1	-3	-3	-2	0	3	6	-3	-5
PERK inh	0.2	-1.8	0.3	0.3	2.5	0.5	-0.3	-0.1	1.3	0.6
S1P4 agonist	3.3	0.4	0.2	-1.7	-0.7	0.3	1.6	0.3	0.0	-2.6
Wee1 degr inh	0	0	0	0	-2	-2	0	0	-1	0
Mdm2 ligase inh	-17	-10	-6	-6	-21	-9	-24	13	5	-20
BaF3 tox	-3	-1	2	5	6	3	5	6	-2	-2
S1P4 antagonist	-2	-3	15	2	4	-4	-16	-1	-4	-6
eIF4E-4G inh	-2[fluorescence artefact?]	-1	0	-4	3	2[fluorescence artefact?]	1	0	1	0
NPY-Y2 PAM-ag	19	2	6	-3	6	-19	-23	-15	5	14

11) CC1(C)CC(O)C(CCC(O)c2ccccc2)C(C)(C)N1 (centres undefined)
12) Cc1cnc(C(=O)Nc2ccc(N3CCOCC3)cc2)cn1
13) Cc1ccc(N2CCN(C(=S)c3ccc(-c4ccccc4[N+](=O)[O-])o3)CC2)cc1
14) CCNC(=O)CC1C(=O)N(c2ccccc2)C(=O)N1CCc1ccc(OC)c(OC)c1 (centres undefined)
15) COc1cc(-c2nc(N)n[nH]2)cc(OC)c1OC
16) CC1CCCC(NC(=O)COC(=O)Cc2cn3ccsc3n2)C1C (centres undefined)
17) O=C(NC1CCCC1)C(c1ccsc1)N(C(=O)Cc1cccs1)c1ccccc1 (centres undefined)
18) Cc1cccc(-c2nnc(SCC#N)n2-c2cccc(Cl)c2)c1
19) Cc1ccc(NC(=O)CCSc2nnc3ccccn23)cc1
20) O=C(Nc1ccccc1Cl)c1cc(S(=O)(=O)N2CCCCC2)ccc1N1CCOCC1
Screen / compound no.	11	12	13	14	15	16	17	18	19	20
Ba/F3 V617F tox	-3	-1	-4	-2	2	-2	2	-2	0	0
PERK inh	0.8	0.9	-0.4	-0.2	1.4	-0.1	0.5	-1.0	0.3	-0.4
S1P4 agonist	-0.4	0.1	1.5	2.2	-0.8	-0.5	-3.0	-1.1	-0.6	0.8
Wee1 degr inh	-1	2	0	-1	9.6*	-1	0	-2	1	-3
Mdm2 ligase inh	-9	-19	-7	12	-1	-24	-8	-11	-7	-11
BaF3 tox	4	0	1	4	4	-2	2	7	3	3
S1P4 antagonist	-5	-3	-17	-10	-15	-9	-2	-3	-19	-1
eIF4E-4G inh	4	2	1	5	4	-10[fluorescence artefact?]	-10[fluorescence artefact?]	0	8	/
NPY-Y2 PAM-ag	-6	13	-22	-10	10	6	2	14	8	-8

21) COc1ccc(CCNC2CC(=O)N(CCc3ccc(OC)c(OC)c3)C2=O)cc1OC (centres undefined)
22) Cn1ccnc1C1CCCCN1Cc1nc(-c2ccc(Cl)cc2)no1 (centres undefined)
23) N#Cc1c(N)n(CCNC(=O)c2ccc(Cl)cc2)c2nc3ccccc3nc12
24) Cc1cc(C)nc(N/N=C/C2=C(N3CCOCC3)C(=C\c3ccc(Cl)cc3)/CC2)n1
25) NC(=O)c1ccsc1N
26) Cc1ccc(C(C)C)cc1OCCCCN1CCCC1
27) O=C(O)c1cc(Br)ccn1
28) O=C(O)c1cc(-c2ccc(Cl)cc2)n[nH]1
29) COCCNC(=O)c1snc2ccc(Cl)cc12
30) CN(C)S(=O)(=O)c1ccc(C(=O)Nc2cc(S(=O)(=O)Nc3ccccc3Cl)ccc2N2CCCCC2)cc1
Screen / compound no.	21	22	23	24	25	26	27	28	29	30
Ba/F3 V617F tox	4	-2	2	-1	-1	-2	1	-3	1	-1
PERK inh	-0.7	0.2	-0.1	-0.1	-0.9	0.1	-0.2	1.3	0.2	-0.8
S1P4 agonist	0.1	0.4	3.8	2.0	1.2	0.9	-0.7	-1.0	4.4	2.0
Wee1 degr inh	0	-2	1	2	-3	2	-2	0	2	-3
Mdm2 ligase inh	-26	-3	-15	19	-18	4	-11	-19	-14	-6
BaF3 tox	3	5	5	1	4	4	8	2	1	7
S1P4 antagonist	-19	-8	-16	-9	-7	-9	4	-5	-18	-6
eIF4E-4G inh	5	-4	-6[fluorescence artefact?]	18	-2	11	-3	6	-2	-6
NPY-Y2 PAM-ag	-2	-26	-15	-7	1	-15	-12	3	-1	-19

31) CC(=O)c1cccc(N(CC(=O)NCC2CCCO2)C(=O)CCC(=O)Nc2cc(C)on2)c1 (centres undefined)
32) CCCn1c(=O)[nH]c2ccccc21
33) CC(=O)c1ccc(NS(=O)(=O)c2ccc(N)cc2)cc1
34) COc1ccc(CC(=O)Nc2nc(-c3ccncc3)cs2)cc1
35) CCCc1oc2c(c(=O)c1CC)C(=O)CC(C)(C)C2
36) COc1ccc(CCN(Cc2cccs2)S(=O)(=O)c2ccc(S(=O)(=O)N3CCC(C)CC3)cc2)cc1OC
37) COc1ccc2c(CC(=O)OCC(=O)NC(N)=O)coc2c1
38) CCOC(=O)C1CCCN(C(=O)c2cc3nc(-c4ccc5c(c4)OCO5)cc(C(F)(F)F)n3n2)C1 (centres undefined)
39) CCOC(=O)C1(c2ccccc2)NC(c2ccccc2C)C2C(=O)N(c3ccc4c(c3)OCO4)C(=O)C21 (centres undefined)
40) O=C(c1ccc(CS(=O)(=O)c2c(Cl)cccc2Cl)o1)N1CCCC1
Screen / compound no.	31	32	33	34	35	36	37	38	39	40
Ba/F3 V617F tox	1	0	2	-1	-1	-1	-1	1	-3	1
PERK inh	0.2	1.0	-0.1	1.6	0.7	2.0	2.4	-0.1	-1.3	0.2
S1P4 agonist	-1.8	0.9	1.1	1.4	0.9	1.5	-0.6	-0.1	3.4	-1.6
Wee1 degr inh	0	3	2	2	0	-1	-2	-1	1	0
Mdm2 ligase inh	-1	0	-24	-1	-15	3	1	-13	4	-6
BaF3 tox	5	5	7	6	2	4	0	3	2	7
S1P4 antagonist	-7	-4	-11	-23	5	-5	13	-5	-1	-15
eIF4E-4G inh	-7	4	1	-6	-15[fluorescence artefact?]	-2	3	-1	1	-4[fluorescence artefact?]
NPY-Y2 PAM-ag	-9	-2	-7	0	-3	6	-13	-10	3	9

Five entries from above, as tab-separated lines:
#	Compound	Ba/F3 V617F tox	PERK inh	S1P4 agonist	Wee1 degr inh	Mdm2 ligase inh	BaF3 tox	S1P4 antagonist	eIF4E-4G inh	NPY-Y2 PAM-ag
32	CCCn1c(=O)[nH]c2ccccc21	0	1.0	0.9	3	0	5	-4	4	-2
33	CC(=O)c1ccc(NS(=O)(=O)c2ccc(N)cc2)cc1	2	-0.1	1.1	2	-24	7	-11	1	-7
34	COc1ccc(CC(=O)Nc2nc(-c3ccncc3)cs2)cc1	-1	1.6	1.4	2	-1	6	-23	-6	0
40	O=C(c1ccc(CS(=O)(=O)c2c(Cl)cccc2Cl)o1)N1CCCC1	1	0.2	-1.6	0	-6	7	-15	-4[fluorescence artefact?]	9
37	COc1ccc2c(CC(=O)OCC(=O)NC(N)=O)coc2c1	-1	2.4	-0.6	-2	1	0	13	3	-13

Further structures follow:
41) COc1ccccc1C1C2=C(CC(C)(C)CC2=O)Nc2nnnn21 (centres undefined)
42) COc1ccc(OC)c(C2=NOC(C(=O)Nc3cc(C)on3)C2)c1 (centres undefined)
43) Cc1cccc(NC(=O)Nc2cc(C)cc(C)n2)c1
44) Cc1ccc(N2C(=O)NC(C(F)(F)F)(C(F)(F)F)C3=C2CC(C)(C)CC3=O)cc1
45) CC1CCC(C(C)C)C(OCC(O)CN2CCN(Cc3ccccc3)CC2)C1 (centres undefined)
46) Cc1ccc(N2CCN(c3cc(C)nc4nc(C)nn34)CC2)c(C)c1
47) Cc1nc(CCNC(=O)CC2C(=O)NCCN2Cc2ccc(F)cc2)sc1C (centres undefined)
48) O=[N+]([O-])C(=C1Nc2ccccc2N1)/C(Cl)=C(/Cl)Br
49) Cc1cc(C)c(-c2cc(NC(=O)CSc3n[nH]c(N)n3)n(-c3ccccc3)n2)cc1C
50) COc1ccc(Nc2ccc(N3C(=O)CC(C)C3=O)cc2[N+](=O)[O-])cn1 (centres undefined)
Screen / compound no.	41	42	43	44	45	46	47	48	49	50
Ba/F3 V617F tox	-2	-3	4	-1	1	0	-4	1	1	6
PERK inh	0.9	-1.2	1.2	0.2	0.7	-0.3	0.4	0.0	0.8	0.8
S1P4 agonist	1.8	1.8	-2.1	0.3	-2.4	1.6	0.6	1.6	-1.2	2.3
Wee1 degr inh	1	4	1	-2	3	6	0	1	-2	0
Mdm2 ligase inh	0	-7	-89	-9	2	/	-15	-13	-1	-6
BaF3 tox	5	5	7	4	7	4	1	4	3	9
S1P4 antagonist	-8	-12	-12	-21	8	-7	-5	-46	4	-29
eIF4E-4G inh	2	6	-3	-9	-4	4	3	12	-6	3
NPY-Y2 PAM-ag	19	-2	-14	-8	-14	8	12	14	1	4

51) CCOC(=O)C1(Cc2cccc(Cl)c2)CCCN(C2CCN(C(C)=O)CC2)C1 (centres undefined)
52) COc1ccc(NC(=O)COc2ccccc2C#N)c(S(=O)(=O)N2CCCCC2)c1
53) Cc1ccc(NC(=O)COC(=O)/C=C/c2cccs2)c(C)c1
54) O=C(/C=C/c1ccc(F)cc1)N1CC[C@@]2(O)CCCC[C@H]2C1
55) COc1ccc2c(c1)NC(c1ccc(N(C)C)cc1)c1cccn1-2 (centres undefined)
56) COc1ccc(O)c(C(=O)CC(=O)c2ccccc2)c1
57) Cc1ccc(C(=O)COc2ccc3ccc(=O)oc3c2)cc1
58) S=C1SCN(Cc2ccco2)CN1Cc1ccco1
59) O=C(CSc1ccccc1)N1CCN(c2ccccn2)CC1
Screen / compound no.	51	52	53	54	55	56	57	58	59
Ba/F3 V617F tox	1	-2	-1	0	4	5	0	-3	-2
PERK inh	1.3	-0.4	0.7	0.3	-0.6	-1.7	0.8	-0.6	1.1
S1P4 agonist	0.0	-1.8	-0.2	-0.7	1.9	-2.2	1.3	1.3	2.1
Wee1 degr inh	2	2	6	9	0	-4	-2	0	4
Mdm2 ligase inh	-5	-20	-2	/	-7	-65	-2	-12	-54
BaF3 tox	5	5	2	-11	-1	7	-1	0	2
S1P4 antagonist	-11	-6	6	-28	14	-8	-11	-4	3
eIF4E-4G inh	3	3	-1	-11	13	12	-9	-2	-2
NPY-Y2 PAM-ag	0	4	-9	3	7	-21	-7	4	-5
